Bioassay records as filed in PubChem BioAssay.
MgcRacGAP inhibition: MgcRacGAP GTPase-activating activity inhibitors, confirmation, biochemical, ADP Hunter fluorescence; MgcRacGAP-stimulated Rac1 GTP hydrolysis, ADP Hunter fluorescence; higher % means a stronger effect; GST-tagged Rac1 F28L mutant substrate; one-dose inhibition, % at 30 µM; IC50 in µM for titrated hits; 0.6% of 340,000 active;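 active means first-screen hits whose inhibition reached a set limit at any dose in the follow-up dose series; inconclusive means inhibition above the set first-screen limit but never retested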;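 further: fluorescence reports GDP produced by GAP-driven GTP hydrolysis; strong numbers were not always called active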
Salmonella PhoP GFP: inhibitors of PhoP regulon expression, primary screen, Salmonella Typhimurium, GFP reporter (AID 1863); S. Typhimurium PhoP-regulated promoter GFP reporter, 4 h; higher % means a stronger effect; one-dose inhibition, % at 50 µM; IC50 in µM for titrated hits; 0.16% of 300,000 active;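 active means inhibition over 29.93%, a cutoff 3 SD above the screen mean, later confirmed by dose response; inconclusive means inhibition over 29.93% but no dose response follow-up; inactive means inhibition at most 29.93% or unconfirmed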;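 further: 0% = low Mg2+ inducing control and 100% = high Mg2+ repressing control; strong numbers were not always called active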
RSV CPE inhibition: inhibition of RSV-induced cytopathic effect – HEp-2 cells, primary 10 µM value included (AID 2391); HEp-2 cells, RSV-induced CPE inhibition; higher % means a stronger effect; CPE inhibition, % at 10 µM; hits with a dose series show IC50 in µM; 0.13% of 310,000 active; in the data active means a potency from the dose series; inconclusive means CPE inhibition mostly from about 23% at the one dose, without a potency; inactive means the rest, 99 in 100 with CPE inhibition below about 21%; further: strong numbers were not always called active
UTI89 phage lysis: inhibition of K1F phage lysis, E. coli UTI89, bacterial capsule biogenesis inhibitors, alamar blue (AID 488966); 0.02% of 340,000 active; E. coli UTI89 K1F phage lysis, alamar blue, 2 h; higher % means a stronger effect; inhibition, % at 100 µM; hits with a dose series show IC50 in µM;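 active means phage lysis inhibition, versus mean bacterial control, above a set limit; inconclusive means no clear call, values can overlap the other calls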;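 further: capsule biogenesis inhibitors block K1F phage lysis so surviving cells raise fluorescence; higher fluorescence means more inhibition of phage lysis; actives were called in the ten point dose series up to 300 µM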
GPR35 antagonists: GPR35 antagonists blocking zaprinast-driven arrestin recruitment, primary screen, imaging, U2OS, beta-arrestin-GFP, zaprinast agonist (AID 2058) | U2OS GPR35 beta-arrestin-GFP translocation imaging, zaprinast antagonism; higher % means a stronger effect | inhibition, % at 10 µM; hits with a dose series show IC50 in µM | 0.052% of 290,000 active;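 active means inhibition of at least 50% with at least 30 cells and total cytoplasm GFP at most 10,000,000; inconclusive means under 30 cells or total GFP of 10,000,000 plus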
Dengue-2 NS5 capping: Dengue-2 NS5 methyltransferase inhibitors, primary screen, biochemical, confirmation dose response (AID 588689). 0.3% of 340,000 active. Dengue-2 NS5 methyltransferase capping enzyme assay, biochemical; higher % means a stronger effect. inhibition, % at 25 µM; hits with a dose series show IC50 in µM; in the data active means a potency from the dose series; inconclusive means inhibition above about 29% without an active follow-up result
HIV peptide binding: cell-free HIV fusion peptide-binding blockers – biochemical, uHTS, fluorescence dequenching, primary screen (AID 1986); cell-free peptide binding, fluorescence dequenching, 30 min; higher % means a stronger effect; one-dose inhibition, % at 20 µM; IC50 in µM for titrated hits; 0.3% of 290,000 active; in the data active means inhibition mostly above about 52%, no sharp cut-off; inactive means mostly below about 76%; further: some results filed as inactive read as strong as hits
Large T inhibition: TAg ATPase/helicase activity blockers – biochemical (AID 1903). SV40 large T antigen ATPase/helicase inhibition assay; higher % means a stronger effect. inhibition, % at 20 µM, or IC50 in µM where a hit was titrated. 0.39% of 310,000 active; in the data active means a potency from the dose series; inconclusive means inhibition mostly from about 32% at the one dose, without a potency; inactive means the rest, 99 in 100 with inhibition below about 32%; further: strong numbers were not always called active
GPR55 antagonists: GPR55 antagonists blocking LPI-driven arrestin recruitment, primary screen, imaging, U2OS, beta-arrestin-GFP, LPI agonist (AID 2013); 0.13% of 290,000 active; U2OS GPR55 beta-arrestin-GFP translocation imaging, LPI antagonism; higher % means a stronger effect; one-dose inhibition, % at 10 µM; IC50 in µM for titrated hits;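 active means spots per cell inhibited over 60%, with over 100 cells counted and total cytoplasm intensity under 500,000; inconclusive means wells with under 100 cells, flagged as likely toxic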;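 further: U2OS cells stably carrying GPR55 and arrestin-GFP stimulated by 5 µM LPI near EC80; imaged beta-arrestin-GFP aggregate spots per cell after agonist stimulation; plate controls were LPI-stimulated DMSO wells for no effect and DMSO wells without LPI for full effect; some results filed as inactive read as strong as hits; confirmed hits need IC50 under 10 µM and bright autofluorescent wells are also inconclusive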
Numbers without * were called inactive; ? = inconclusive; . = not tested or not shown; [ ] = remark or other dose.

SMILES | MgcRacGAP inhibition | Salmonella PhoP GFP | RSV CPE inhibition | UTI89 phage lysis | GPR35 antagonists | Dengue-2 NS5 capping | HIV peptide binding | Large T inhibition | GPR55 antagonists
CCOc1ccc(Br)cc1CN(CC)CC | -1% | -4% | 0.8% | -0.8% | 0% | 7% | -0.8% | 0% | 7%
COc1ccc(-n2nc(C)cc2N)cc1 | 3% | -6% | 2.5% | 0.0% | 3% | -4% | -0.9% | 0% | 4%
Cc1ccccc1SCC(=O)OCC(=O)N(C)c1c(N)n(Cc2ccccc2)c(=O)[nH]c1=O | 0% | -3% | 1.6% | 0.2%[50 µM] | . | -8% | . | 9% | .
CCCCNC(=S)Nc1cccc2cnccc12 | 2% | -5% | 4.5% | 1.6%[50 µM] | 13% | 3% | 3.6% | 16% | -4%
O=C(CSc1ccccc1C(=O)N1CCCCC1)NCC1CCCCC1 | 9% | 4% | 1.8% | 1.0%[50 µM] | -2% | 1% | -2.2% | 24% | 16%
Cc1c(C(=O)N2CCN(Cc3ccccc3)CC2)sc2ncnc(N3CCOCC3)c12 | 8% | -1% | 1.4% | 3.7% | -5% | -1% | -1.5% | -1% | -11%
Cc1cc(NC(=O)c2ccc3nc(C)sc3c2)no1 | -4% | 11% | -0.4% | 0.7% | 16% | -9% | -1.5% | 5% | 6%
O=C(NCCNS(=O)(=O)c1ccccc1)c1cc(OCC(F)(F)F)ccc1OCC(F)(F)F | -1% | 2% | 0.9% | 0.1% | 13% | -6% | 3.5% | 12% | 12%
O=C(O)CCCN1C(=O)C(=O)/C(=C(/O)c2ccc(Cl)cc2)C1c1ccccc1 (centres undefined) | 1% | -1% | 1.0% | -0.1% | -1% | -2% | 6.2% | 18% | 13%
CCC(C)(C)NC(=O)C1CCN(c2nc(C)cc(C)n2)CC1 | 0% | -20% | 3.5% | -2.2% | 13% | -5% | -2.5% | 1% | 11%
O=CN1CCN(C(=O)Cc2ccc([N+](=O)[O-])cc2)CC1 | 0% | -5% | 1.2% | 1.4% | 13% | -1% | -1.0% | -2% | 3%
Cc1ccccc1CCNC(=O)C1CC(O)CN1C(=O)Nc1ccccc1 (centres undefined) | 5% | -5% | 0.7% | -1.3% | -11% | -4% | 0.1% | 17% | -6%
COC(=O)c1sccc1NC(=O)c1cc(-c2cc(C)ccc2C)nc2ccccc12 | 9% | -2% | 0.4% | 2.2% | 7% | -1% | -1.2% | 7% | 8%
Cc1ccnc2c(N3C(=O)C4C5C=CC(C5)C4(C)C3=O)cccc12 (centres undefined) | 9% | 1% | 0.9% | 3.8% | 21% | -1% | -4.0% | -3% | -14%
Cc1c(NS(=O)(=O)c2ccc3nc(COc4ccccc4Cl)[nH]c3c2)c(=O)n(-c2ccccc2)n1C | 7% | -9% | 2.1% | 0.1% | -3% | -10% | -2.7% | 9% | 15%
COc1ccc(CC(=S)N2CCOCC2)cc1F | 3% | 20% | 0.9% | -8.1% | -9% | 1% | 0.7% | -5% | 6%
CN(CC(=O)NCc1ccc(F)cc1)S(=O)(=O)c1cccc2nsnc12 | 7% | -4% | 53% | 0.4% | -6% | -5% | -0.6% | 2% | 10%
N#CC[C@H](Cc1ccccc1)N1CC[C@@H](O)CCC1=O | 0% | 5% | 0.1% | -0.1% | -4% | 2% | 2.1% | 9% | -5%
COC(=O)Nc1ccc(SCC(=O)c2cccc([N+](=O)[O-])c2)cc1 | ? | -6% | 12% | -0.1% | -10% | 5% | 1.5% | -1% | 4%
Cc1nn(-c2ccccc2)c(Cl)c1/C=C1\SC(=S)N(C)C1=O | 3% | 5% | 0.4% | 2.2% | -16% | 4% | 4.8% | 4% | -1%
CSCCC(NS(=O)(=O)c1ccc2c(c1)oc(=O)n2C)C(=O)NCc1cccs1 (centres undefined) | 10% | -9% | 2.2% | 0.3% | -4% | 3% | -0.4% | 13% | 13%
COc1ccccc1NC(=O)c1cnc(Nc2ccccc2OC)c2ccccc12 | 8% | ? | 2.8% | 0.5% | -12% | 2% | 3.1% | -5% | 0%
CCn1ccc2cc(OC)ccc2c1=S | 9% | 15% | 4.7% | 0.2% | 4% | 4% | 0.6% | 4% | -4%
CC1CCCCN1C(=S)NC(=O)c1ccccc1 (centres undefined) | 4% | . | 0.6% | 0.5%[50 µM] | . | -4% | . | . | .
Cc1ccc(NC(=O)COc2ccc(/C=C3/NC(=O)NC3=O)cc2)cc1 | 8% | -4% | 2.1% | 1.0%[50 µM] | -1% | -5% | 1.8% | 8% | -1%
Oc1ccccc1-c1cc(C(F)(F)C(F)F)[nH]n1 | 9% | 14% | 5.1% | -3.6% | 8% | 1% | 0.2% | . | -10%
O=C(Nc1ccc(-n2cnnn2)cc1)C1CCCN1C(=O)NC1CCCCC1 (centres undefined) | 8% | -3% | 1.0% | 0.1% | -11% | -5% | 1.2% | -1% | 2%
COc1ccc(C(C(=O)NC2CCCCC2)N(Cc2cccs2)C(=O)Cc2c[nH]c3ccccc23)cc1 (centres undefined) | -2% | 10% | 18% | -0.2% | 4% | -5% | 1.2% | 5% | 20%
COc1cccc(Sc2ccccc2/C=N/NC(N)=O)c1 | -3% | 1% | -1.1% | 1.0% | -8% | -3% | 2.4% | 15% | -4%
COc1cc(C(Nc2ccccn2)c2ccc3ccc(C)nc3c2O)cc(OC)c1O (centres undefined) | 13% | 27% | 3.1% | -0.3% | -2% | 15% | -0.7% | 27% | 14%

Profiles, looked up by structure. Screens in order: MgcRacGAP inhibition	Salmonella PhoP GFP	RSV CPE inhibition	UTI89 phage lysis	GPR35 antagonists	Dengue-2 NS5 capping	HIV peptide binding	Large T inhibition	GPR55 antagonists
Listed for CCn1ccc2cc(OC)ccc2c1=S = 9%	15%	4.7%	0.2%	4%	4%	0.6%	4%	-4%
Listed for COc1ccc(C(C(=O)NC2CCCCC2)N(Cc2cccs2)C(=O)Cc2c[nH]c3ccccc23)cc1 (centres undefined) = -2%	10%	18%	-0.2%	4%	-5%	1.2%	5%	20%
Listed for CC1CCCCN1C(=S)NC(=O)c1ccccc1 (centres undefined) = 4%	.	0.6%	0.5%[50 µM]	.	-4%	.	.	.
Listed for CSCCC(NS(=O)(=O)c1ccc2c(c1)oc(=O)n2C)C(=O)NCc1cccs1 (centres undefined) = 10%	-9%	2.2%	0.3%	-4%	3%	-0.4%	13%	13%
Listed for Cc1ccc(NC(=O)COc2ccc(/C=C3/NC(=O)NC3=O)cc2)cc1 = 8%	-4%	2.1%	1.0%[50 µM]	-1%	-5%	1.8%	8%	-1%

New compounds follow
SMILES | MgcRacGAP inhibition | Salmonella PhoP GFP | RSV CPE inhibition | UTI89 phage lysis | GPR35 antagonists | Dengue-2 NS5 capping | HIV peptide binding | Large T inhibition | GPR55 antagonists
CC1=NN(c2ccccc2)C(=O)C1C(=O)c1ccccc1 (centres undefined) | 12% | -6% | 1.9% | 2.9% | -12% | -9% | 1.3% | 25% | -13%
CCOc1ccccc1N1CCN(c2nc3ccccc3nc2C(C#N)C(=O)OC(C)C)CC1 (centres undefined) | -3% | . | 3.1% | 0.2% | . | -8% | . | 19% | .
O=C(CCCOc1ccc(Cl)cc1Cl)NCc1ccncc1 | -9% | -4% | 1.3% | 0.1% | 13% | -3% | 2.2% | 5% | 0%
CCOC(=O)N1CCN(C(=O)c2cc3cc(Br)ccc3oc2=O)CC1 | 3% | 10% | 0.8% | 7.8% | 1% | -1% | -2.9% | 1% | -3%
O=[N+]([O-])c1ccc(CSC2=NCCS2)cc1 | 3% | 6% | -1.1% | 0.5% | 6% | -15% | 1.0% | 22% | -6%
CCCCCC(=O)Nc1cc(S(=O)(=O)N2CCCCC2)ccc1N1CCOCC1 | 5% | -5% | 3.2% | 0.0% | 0% | -3% | 0.5% | 3% | 1%
CC(=O)Nc1cccc(C(=O)Nc2ccccc2C(=O)O)c1 | 6% | -17% | 1.2% | 2.1% | 2% | 4% | 2.4% | 6% | 2%
CN(CC(=O)NC1CCCCCC1)S(=O)(=O)c1ccccc1 | 6% | 7% | 0.0% | 3.6% | -23% | -2% | -0.6% | 16% | 0%
COc1ccc(-c2c3c(=O)n(C)c(=O)n(C)c3cn2-c2cc(OC)ccc2OC)cc1 | 9% | 1% | 3.7% | -0.3% | -1% | 5% | 3.7% | 17% | 12%
CN(CC(=O)NCc1ccc2c(c1)OCO2)CC(=O)Nc1ccc(F)c(F)c1F | 1% | . | -0.6% | 0.5%[50 µM] | . | 2% | . | . | .
CCCn1cc(CN2CCC(Cc3cccc(F)c3)(C(=O)OCC)CC2)c(C)n1 | -4% | 0% | 0.0% | 0.0%[50 µM] | -2% | -6% | -3.2% | 19% | 2%
Cc1ccc(S(=O)(=O)N2CCN(C(=O)CSc3nnc(C)c(=O)[nH]3)CC2)cc1 | -4% | -1% | 0.3% | -0.7% | 10% | 9% | 1.3% | 13% | 1%
Fc1ccccc1CN(CCN1CCOCC1)C(=S)Nc1ccccc1Cl | 5% | 1% | 1.8% | -0.2% | -2% | -5% | 0.0% | 15% | 8%
CCc1cc(C(=O)N/N=C/c2c(C)[nH]c3ccccc23)cs1 | -12% | 19% | 20% | 0.3% | -2% | -3% | 0.9% | -2% | 11%
CCNC(=S)N=Nc1c(O)[nH]c2ccc([N+](=O)[O-])cc12 | 5% | -1% | 3.1% | 2.0% | 7% | -7% | -3.4% | -3% | 5%
COc1ccc(S(=O)(=O)N(Cc2ccccc2)Cc2nc(-c3ccccc3)no2)cc1 | 6% | -4% | 10% | 0.2% | -10% | -9% | -0.7% | 4% | -2%
CCN1CCCC1CN(Cc1cc2cc(C)cc(C)c2[nH]c1=O)C(=O)Nc1ccccc1OC (centres undefined) | . | . | 0.7% | . | -4% | . | -1.7% | . | 8%
O=C(NN1CCOCC1)c1cn(-c2ccccc2)nc1-c1cccs1 | -7% | -7% | 1.1% | -0.2%[50 µM] | 14% | 1% | -0.6% | 10% | 10%
Cc1c(C(=O)O)sc2nc(CSc3nnc(-c4ccc(F)cc4)n3C)[nH]c(=O)c12 | 8% | 4% | -2.9% | 2.2% | 7% | -9% | 2.9% | 13% | 12%
COc1ccc(OCC(O)CN2CCCC2)cc1 (centres undefined) | 38% | 11% | -0.3% | -1.1% | 2% | 7% | 1.6% | 7% | 8%
